Tn6 DDE FP: disrupts Tn6 cyclic peptide binding to fibrin D-Dimer-E complex; 0.21% of 370,000 active; inhibition, % at 8.3 µM; Fibrin DD(E) TRITC-Tn6 fluorescence polarization displacement; P02675;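 active means inhibition above a per-campaign cutoff: mean of compounds within control limits plus 3 SD, cut at about 15% in these data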;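 further: 0% = median of all compound wells on the plate and 100% = blocking peptide control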
Target sequence (P02675 whole entry, looked up): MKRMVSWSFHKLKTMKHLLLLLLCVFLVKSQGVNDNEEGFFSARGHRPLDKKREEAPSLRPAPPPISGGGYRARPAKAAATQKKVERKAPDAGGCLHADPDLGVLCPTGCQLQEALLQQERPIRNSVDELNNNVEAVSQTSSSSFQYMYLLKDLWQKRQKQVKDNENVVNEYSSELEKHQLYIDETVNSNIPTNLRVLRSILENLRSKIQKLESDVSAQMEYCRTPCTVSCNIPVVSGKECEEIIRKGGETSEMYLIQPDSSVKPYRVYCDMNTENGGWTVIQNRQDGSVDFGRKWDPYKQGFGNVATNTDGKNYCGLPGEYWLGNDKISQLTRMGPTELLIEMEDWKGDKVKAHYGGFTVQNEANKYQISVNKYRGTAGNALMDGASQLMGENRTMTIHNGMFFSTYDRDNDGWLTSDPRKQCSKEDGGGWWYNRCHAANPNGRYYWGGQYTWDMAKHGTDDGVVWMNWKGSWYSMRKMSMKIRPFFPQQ
ARFGAP1 inhibitor: rat ARFGAP1 inhibition | Q62848 | Arfgap1-stimulated ARF1 GTP hydrolysis, GDP FP detection | inhibition, % at 16.5 µM | 0.26% of 360,000 active | AID 651572;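 active means inhibition above a per-plate limit, mean inhibition of low control wells plus 3 SD, cut at about 25% in these data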;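 further: 0% = DMSO wells with enzyme and 100% = wells lacking Arfgap1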
Target sequence (Q62848 1-136 limits assumed): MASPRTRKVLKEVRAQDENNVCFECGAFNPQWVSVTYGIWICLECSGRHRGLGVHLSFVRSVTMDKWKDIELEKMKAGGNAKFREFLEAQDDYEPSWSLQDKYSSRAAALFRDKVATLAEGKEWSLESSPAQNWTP
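Material: truncated rat Arfgap1 GAP domain; Incubation: compound-enzyme preincubation 20 min, reaction 120 min, detection 60 min, 25 °C; Read-out: percent inhibition of Arfgap1-stimulated GTP hydrolysis; Technique: FP, GDP Alexa 633 tracer displaced from anti-GDP antibody, 620/688 nm; Controls: No-Arfgap1 wells (100%) versus DMSO full-reaction wells (0%); Replication: single well per compound.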
ASAP1 inh: ASAP1 ArfGAP inhibition | Q9ULH1 | ASAP1-stimulated ARF1 GTP hydrolysis, GDP FP detection | inhibition, % at 16.5 µM | 0.19% of 360,000 active | AID 624377; in the data active means inhibition above about 25%;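 further: 0% = vehicle with enzyme and substrate and 100% = no enzyme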
TDP2 inh: blocks human TDP2 phosphodiesterase activity. O95551. recombinant TDP2, T5PNP hydrolysis, p-nitrophenol absorbance 415 nm. inhibition, % at 12.8 µM. 0.34% of 370,000 active. AID 720702;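 active means inhibition above the mean of all tested compounds plus 3 SD, set per campaign, cut at about 25% in these data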;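 further: 0% = DMSO with enzyme and 100% = buffer with substrate but no TDP2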
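Read-out basis: percent inhibition. System: recombinant human TDP2. Buffer or medium: Mg2+-containing Tris-HCl buffer, pH 7.5. Repeats: single replicate. Timing: reaction 2 h, 37 °C. Benchmarks: high control without enzyme, low control DMSO plus TDP2. Probe or stimulus: 5 mM T5PNP. Doses: 12.8 µM only. Measured by: epi absorbance of p-nitrophenol freed from T5PNP by hydrolysis.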
KLK7 zymogen act: activates the human kallikrein-7 zymogen; 0.9% of 370,000 active; activation, % at 7 µM; AID 652039; purified proKLK7, EDANS-DABCYL substrate fluorescence; 100% is mature enzyme control, 0% vehicle;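 active means activation above the mean of all tested compounds plus 3 SD, computed per campaign excluding outliers beyond control limits, cut at about 13% in these data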
Target sequence (P49862 whole entry, looked up): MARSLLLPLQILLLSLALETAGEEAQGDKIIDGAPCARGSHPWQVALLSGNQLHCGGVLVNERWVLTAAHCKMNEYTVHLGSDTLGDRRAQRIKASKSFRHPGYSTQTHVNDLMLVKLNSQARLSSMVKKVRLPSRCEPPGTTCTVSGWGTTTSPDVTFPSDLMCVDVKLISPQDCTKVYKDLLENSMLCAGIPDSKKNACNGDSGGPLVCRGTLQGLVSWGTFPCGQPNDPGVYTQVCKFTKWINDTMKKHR
PLC-gamma1 inh: inhibitors of human phospholipase C gamma1; P19174; purified PLC-gamma1, fluorogenic substrate, fluorescence; inhibition, % at 12.2 µM; 0.84% of 370,000 active; in the data active means inhibition above about 9.5%
ADAM10 inh: inhibitors of human ADAM10. recombinant ADAM10, EDANS/DABCYL FRET peptide cleavage, 3 h. inhibition, % at 7 µM. 0.62% of 370,000 active;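 active means inhibition above a per-campaign cutoff equal to the mean of compounds falling between control-based bounds plus 3 SD, cut at about 20% in these data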;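 further: 0% = DMSO wells while the 100% control is not disclosed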
LEDGF integ inh: blocks HIV-1 LEDGF/p75-dependent DNA integration; inhibition, % at 3.7 µM; TR-FRET IN-LEDGF/p75 DNA integration, Eu/Cy5; 0.64% of 370,000 active; AID 743269;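 active means inhibition above the screen-wide mean plus 3 SD, cut at about 13% in these data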;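 further: signal is the Cy5 over europium emission ratio at 671 and 618 nm; 0% = plate median of compound wells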
Tn7 DDE FP: disrupts Tn7 cyclic peptide binding to fibrin D-Dimer-E complex; P02675; FP displacement of FITC-Tn7 peptide from fibrin DD(E); 0% = median of compound wells per plate; inhibition, % at 8.3 µM; 0.13% of 370,000 active;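 active means inhibition above the mean of compounds falling within the control limits plus 3 SD of them, cut at about 14% in these data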;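 further: 0% = plate median of compound wells and 100% = 10 µM Aha-Tn7 peptide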
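System: human fibrin DD(E); quantity: Fibrin-DD(E) at 2 µM final; also added: fluorescent Tn7 probe at 0.1 µM; compound dosing: single nominal test concentration of 8.3 µM per compound; schedule: 10 min preincubation, 3 h with tracer, room temperature; detection: fluorescence polarization of the labelled Tn7 tracer; repeats: one replicate per compound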
ADAM17 inh: ADAM17 inhibition, QFRET primary screen; recombinant ADAM17, EDANS/DABCYL FRET peptide cleavage; P78536; inhibition, % at 6.95 µM; 0.83% of 370,000 active; AID 720648;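 active means inhibition above the mean of compounds lying between control limits plus 3 SD, set per campaign, cut at about 8.5% in these data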;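 further: 0% = DMSO-only wells as the low control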
Numbers without * were called inactive.

1) CC1CCCCN1CCCNC(=O)c1ccc(NC(=O)C2=CSCCO2)cc1 (configuration not stated)
2) Cc1ccc(OCCN2CCNCC2)c([N+](=O)[O-])c1
3) O=C(CCc1nnc(C2(c3ccc(Cl)cc3)CCC2)o1)NC1CC1
4) COc1ccc(NC(=O)Nc2cccc3c2O[C@H](CN(C)S(=O)(=O)c2c(C)noc2C)[C@@H](C)CN([C@H](C)CO)C3=O)cc1
5) O=C1c2ccccc2C(=O)N1CCCc1nc(-c2ccccn2)no1
6) O=C(Cn1cc(Br)ccc1=O)Nc1ccc2c(c1)OCO2
7) COc1ccc(Cc2nnc(N)s2)cc1OC
8) COc1ccc(N2C(=O)c3ccccc3NC2c2ccc(OC)c(CSc3ccccn3)c2)cc1 (configuration not stated)
assay / compound,1,2,3,4,5,6,7,8
Tn6 DDE FP,2,2,4,-6,0,-9,3,2
ARFGAP1 inhibitor,3,-6,7,-3,-9,-2,4,8
ASAP1 inh,5,0,10,0,-4,5,1,5
TDP2 inh,1,6,17,-5,-10,13,-12,0
KLK7 zymogen act,0.1,0.0,0.0,0.7,-0.2,0.4,-0.6,0.2
PLC-gamma1 inh,-5,6,-1,3,-2,-2,5,-14
ADAM10 inh,-1,3,-13,-1,-6,-3,0,-34
LEDGF integ inh,-2,1,1,7,-6,1,2,0
Tn7 DDE FP,-1,1,2,1,1,-3,-5,-6
ADAM17 inh,-6,1,-6,0,-10,-4,1,-16

9) COc1ccc(CC(Cc2ccc(OC)c(OC)c2)NC=O)cc1OC
10) Cc1cccc(N2CCN(C(=O)CN(C)S(=O)(=O)c3ccc4c(c3)CCC(=O)N4)CC2)c1C
11) O=C(Cc1cccc2ccccc12)Nc1ccc(OC(F)F)c(Cl)c1
12) NC(=O)c1nsc(C(=O)N(CC(=O)NCc2ccc3c(c2)OCO3)C2CCCCC2)c1N
13) O=C(O)CCC(=O)N1CCOc2ccc(Cl)cc21
14) COCCn1c(=S)[nH]c2cc(C(=O)NC3CCCCCC3)ccc2c1=O
15) Cn1c(-c2ccc3c(c2)OCO3)cnc1NCc1cccc(O)c1
16) COc1ccc(CN(C)C(=O)c2cc(-c3ccccc3)nc3ccc(C)cc23)c(OC)c1
assay / compound,9,10,11,12,13,14,15,16
Tn6 DDE FP,1,-2,-1,11,-2,1,-2,-9
ARFGAP1 inhibitor,10,1,11,2,-1,-2,-4,-6
ASAP1 inh,-6,-3,10,3,-15,13,7,3
TDP2 inh,-4,-5,0,-1,0,4,16,-2
KLK7 zymogen act,0.7,0.1,-0.5,-0.2,-0.1,0.8,-0.9,0.8
PLC-gamma1 inh,4,-3,7,-48,-1,0,-2,8
ADAM10 inh,-11,-4,23*,-105,-3,-11,-9,14
LEDGF integ inh,16*,-3,-3,1,-2,-3,0,1
Tn7 DDE FP,-2,3,0,3,4,2,2,3
ADAM17 inh,-1,1,9.9*,-35,-1,-6,0,12*

Six compounds picked at random from those above, as already listed:
8) COc1ccc(N2C(=O)c3ccccc3NC2c2ccc(OC)c(CSc3ccccn3)c2)cc1 (configuration not stated)
12) NC(=O)c1nsc(C(=O)N(CC(=O)NCc2ccc3c(c2)OCO3)C2CCCCC2)c1N
4) COc1ccc(NC(=O)Nc2cccc3c2O[C@H](CN(C)S(=O)(=O)c2c(C)noc2C)[C@@H](C)CN([C@H](C)CO)C3=O)cc1
14) COCCn1c(=S)[nH]c2cc(C(=O)NC3CCCCCC3)ccc2c1=O
2) Cc1ccc(OCCN2CCNCC2)c([N+](=O)[O-])c1
6) O=C(Cn1cc(Br)ccc1=O)Nc1ccc2c(c1)OCO2
assay / compound,8,12,4,14,2,6
Tn6 DDE FP,2,11,-6,1,2,-9
ARFGAP1 inhibitor,8,2,-3,-2,-6,-2
ASAP1 inh,5,3,0,13,0,5
TDP2 inh,0,-1,-5,4,6,13
KLK7 zymogen act,0.2,-0.2,0.7,0.8,0.0,0.4
PLC-gamma1 inh,-14,-48,3,0,6,-2
ADAM10 inh,-34,-105,-1,-11,3,-3
LEDGF integ inh,0,1,7,-3,1,1
Tn7 DDE FP,-6,3,1,2,1,-3
ADAM17 inh,-16,-35,0,-6,1,-4

The list goes on:
17) Cc1ccc(S(=O)(=O)N2CCCCC2)cc1NC(=O)CSc1nccn1C
18) CCOC(=O)N1CCN(C(=O)/C(=C/c2cccc3ccccc23)NC(=O)c2ccc(OC)c(OC)c2)CC1
19) N#CC(=C(O)CN1CCN(c2ccccc2F)CC1)c1nc(-c2ccc(Cl)cc2)cs1
20) CCOC(=O)/C=C/C(=O)OCC(=O)Nc1cccc(Cl)c1Cl
21) COc1ccccc1NC(=O)C1=C(C)Nc2nc(-c3cccs3)nn2C1c1cccnc1 (configuration not stated)
22) CN(C)CCCNc1cc(O)c2ncccc2c1
23) COc1cccc(CN2C(=O)CCC2(C)C(=O)NC2CCCCCC2)c1 (configuration not stated)
24) Cc1nnc(NC(=O)c2cccc(S(=O)(=O)N3CC(c4ccccc4)CC3=O)c2)s1 (configuration not stated)
assay / compound,17,18,19,20,21,22,23,24
Tn6 DDE FP,-1,1,-12,-5,3,7,2,-11
ARFGAP1 inhibitor,2,22,-12,2,-8,1,-8,-4
ASAP1 inh,-6,0,-3,-8,-6,-1,-3,2
TDP2 inh,0,-8,0,-2,6,14,-1,-7
KLK7 zymogen act,-0.3,-0.1,0.9,0.2,0.1,0.1,0.6,-0.1
PLC-gamma1 inh,-1,2,-7,2,1,-56,3,8
ADAM10 inh,-4,6,-5,2,-7,-40,5,-13
LEDGF integ inh,-2,1,-4,-2,1,30*,5,-6
Tn7 DDE FP,6,0,3,0,4,-4,-2,0
ADAM17 inh,-2,4,-1,-2,-2,-9,0,-2

25) Cn1ccnc1SCC(=O)NC1CCCC1
26) CNC(=S)N(Cc1ccco1)Cc1cc2cc(OC)ccc2[nH]c1=O
27) CC1Cc2c([nH]c3ccccc23)C(=O)N1 (configuration not stated)
28) O=C(c1ccc2c(c1)OCCO2)N1CCCCC1
29) COc1ccc(NC(=O)CSCCc2ccccn2)cc1OC
30) COCCOC(=O)CSc1ncccc1-c1nc2cc(C)c(C)cc2[nH]1
31) Cc1ccc(NC(=O)C2=COCCO2)cc1S(=O)(=O)N1CCOCC1
32) CC12CCC(C(=O)Nc3ccncc3)(CC1O)C2(C)C (configuration not stated)
assay / compound,25,26,27,28,29,30,31,32
Tn6 DDE FP,2,-3,0,-2,13,-8,9,-7
ARFGAP1 inhibitor,2,-15,-2,3,0,2,17,-8
ASAP1 inh,0,-3,1,0,-2,2,-6,-1
TDP2 inh,11,-15,17,-3,-7,9,-5,-4
KLK7 zymogen act,-0.5,0.1,0.8,-0.1,0.6,3.7,0.7,0.0
PLC-gamma1 inh,1,-33,-11,0,2,-102,4,2
ADAM10 inh,-3,-343,-53,3,6,-339,-2,1
LEDGF integ inh,2,3,-4,-1,1,-2,0,-5
Tn7 DDE FP,1,-1,-2,2,5,-1,0,7
ADAM17 inh,-10,-124,-20,-1,-4,-89,1,-4

33) COc1ccc(N(C(C)C(=O)N/N=C(\C)C(C)(C)C)S(C)(=O)=O)cc1 (configuration not stated)
34) CC(NC(=O)c1ccccc1)C(=O)OCC(=O)c1c(N)n(C)c(=O)n(C)c1=O (configuration not stated)
35) Cc1cc(N/N=C/c2ccc(O)cc2O)c2ccccc2n1
36) O=C(NC(CO)Cc1ccccc1)c1ccccc1 (configuration not stated)
37) Cc1ccc(C(C)n2cc(C(=O)NCCN3CCN(C)CC3)nn2)cc1 (configuration not stated)
38) CCOc1ncccc1C(=O)OCCN1C(=O)c2ccccc2C1=O
39) CCOc1ccc(CN2C(=O)c3ccccc3C2=O)cc1C(=O)N1CCC(C(N)=O)CC1
40) CCCC(=O)NCCCc1nc2ccccc2n1CC
assay / compound,33,34,35,36,37,38,39,40
Tn6 DDE FP,1,-2,7,-8,0,-2,7,-3
ARFGAP1 inhibitor,9,2,-2,-4,10,-3,-5,2
ASAP1 inh,12,3,-8,3,-6,5,12,7
TDP2 inh,5,7,-7,7,-7,-11,9,10
KLK7 zymogen act,0.2,-0.9,-2.4,-0.3,-0.3,0.3,0.1,-0.2
PLC-gamma1 inh,1,-2,-45,1,7,7,-3,2
ADAM10 inh,-9,-10,-206,-6,7,5,-4,-7
LEDGF integ inh,-2,-2,-8,-1,4,1,2,-1
Tn7 DDE FP,8,2,7,-2,-1,-13,-3,5
ADAM17 inh,-1,-3,-78,-3,2,2,0,-1

Down the list, quoted from above:
Compounds 34 to 38 in ARFGAP1 inhibitor: 2, -2, -4, 10, -3
Compounds 34 to 38 in ADAM17 inh: -3, -78, -3, 2, 2
Compounds 34 to 38 in KLK7 zymogen act: -0.9, -2.4, -0.3, -0.3, 0.3

The list goes on.
41) CCNc1nc(SCCOc2ccccc2)nc(N(C)C)n1
42) CC(C)(C)c1ccc(N2C(=O)CSC2c2cccnc2)cc1 (configuration not stated)
43) COc1ccc(/C=C/C(=O)Oc2cccc(/C=N/NC(=O)COc3c(C)cccc3C)c2)cc1
44) CCCCn1nnnc1C(c1ccccc1)N1CCN(CCN2CCOCC2)CC1 (configuration not stated)
45) CSCC[C@H](N)C(=O)N1CCC(C(=O)N[C@H](C(=O)NCc2ccccc2F)C(C)C)CC1
46) CCOc1ccc(/C=N/NC(=O)Cc2csc(Nc3cccc(C(F)(F)F)c3)n2)c(OCC)c1
47) CCc1ccc(Nc2nc3ccccc3c(=O)s2)cc1
48) Cc1nc(NCc2ccccc2)sc1C(=O)Nc1ccccc1
49) Cc1ccc(OCC(=O)N2CCC(N3CC(C)CC(C)C3)CC2)cc1 (configuration not stated)
50) CC1(C(=O)NCCC#N)CCN1C(=O)C1(c2ccccc2)CC1 (configuration not stated)
assay / compound,41,42,43,44,45,46,47,48,49,50
Tn6 DDE FP,-4,-1,-3,0,-2,-2,2,-4,-3,-2
ARFGAP1 inhibitor,15,4,-6,-2,-2,21,-3,-4,0,6
ASAP1 inh,7,4,-2,4,4,8,6,-4,-1,11
TDP2 inh,-5,-13,-3,0,-2,-11,-3,1,6,-10
KLK7 zymogen act,-1.0,0.5,0.5,0.7,0.2,-2.3,-0.1,0.2,-0.4,0.0
PLC-gamma1 inh,0,2,2,0,1,-4,0,-1,6,5
ADAM10 inh,-4,8,-7,-4,-7,20*,3,0,-1,-4
LEDGF integ inh,-5,7,-2,2,2,0,-1,-1,5,3
Tn7 DDE FP,1,-1,6,-3,-4,1,7,-1,4,-4
ADAM17 inh,-2,1,-4,-2,2,8,2,1,0,1
